# Assay outcomes as filed in PubChem.
# EPAC1 ag: EPAC1 (human) agonism; EPAC1 agonist qHTS, biochemical assay; response scale: 100% = response to 6.5 mM cAMP; Potency, µM (series often up to 154 µM), inactives show at the highest dose activation, hits mostly activators; hit rate 0.073% among 360,000; AID 720707; also: potency is read from the fitted curve at half-maximal effect; nearly all actives have a fitted effect of over 60% in size
#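 EPAC1 100 nM, Rap1B–BODIPY-GDP 250 nM, unlabeled GDP 50 uM; compound titration; 5 min RT; kinetic read ex480/em540 at 5-min intervals ×30 min; data normalized to 6.5 mM cAMP agonist control.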
# EPAC2 antag: EPAC2 (human) antagonism | Potency, µM (titrated, usually from 114 µM), for the others: at the highest dose activity, negative = inhibition, hits mostly inhibitors | EPAC2 GEF exchange of Rap1B-BODIPY-GDP, fluorescence | hit rate 0.18% among 360,000 | Q8WZA2 | AID 720708; also: potency is read from the fitted curve at half-maximal effect; % is scaled to controls: 0 for no effect and ±100 for the full control effect; nearly all actives have a fitted effect of over 45% in size; many of its hits are not listed in these tables
# CCT chaperon mod: cytosolic chaperonin activity modulation; purified chaperonin ATPase assay, HTRF ADP detection, 30 min; activity change, % (test concentration not listed), hits read low; hit rate 0.3% among 360,000; AID 651819; in the data active = activity change below about -30%; also: % is scaled to controls: 0 for no effect and ±100 for the full control effect
#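 ATPase activity: ADP formed was measured by HTRF Transcreener (665/615 nm ratio) after 30 min at 37 deg C with 10 uM ATP. Compounds screened at one 76 uM concentration against 40 or 20 nM TRiC in Tris pH 7.4/KCl/MgCl2/DTT buffer.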
# MmCpn inh: inhibitors of Methanococcus maripaludis chaperonin (MmCpn). purified Mm-Cpn ATPase, ADP Transcreener TR-FRET. Potency, µM (titrated, usually from 76.9 µM), inactives show at the highest dose activity, negative = inhibition, most hits filed as inhibitors. hit rate 0.031% among 330,000; also: potency is read from the fitted curve at half-maximal effect; % is scaled to controls: 0 for no effect and ±100 for the full control effect; nearly all actives have a fitted effect of over 80% in size
#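 Purified archaeal chaperonin (25 nM final) was preincubated with compound for 10 min at 37°C, then ATP (10 uM final) was added for 30 min at 37°C in Tris pH 7.4/KCl/MgCl2/DTT buffer. ADP was quantified by HTRF Transcreener TR-FRET.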
# EPAC1 antag: EPAC1 (human) antagonism; EPAC1 GEF assay, Rap1b-BODIPY-GDP exchange fluorescence; AID 720709; hit rate 0.14% among 360,000; Potency, µM (top dose mostly 115 µM), inactives show at the top dose activity change, negative = inhibition, actives largely listed as inhibitors; O95398;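 also: potency is read from the fitted curve at half-maximal effect; plate controls were vehicle for no effect and positive control for full effect; nearly all actives have a fitted effect of over 50% in size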
# PI5P4K alpha inh: blocks human PI5P4K alpha kinase activity; P48426; PI5P4Kalpha enzyme, ADP-Glo luminescence, 60 min; active compounds read low; max response, %; hit rate 1.2% among 330,000; active = max response of -50% or lower; inconclusive = between -30% and -50%; inactive = -30% or higher; also: value at the top dose of about 77 µM; % is scaled to controls: 0 for no effect and ±100 for the full control effect
# Target sequence (P48426 whole entry, looked up): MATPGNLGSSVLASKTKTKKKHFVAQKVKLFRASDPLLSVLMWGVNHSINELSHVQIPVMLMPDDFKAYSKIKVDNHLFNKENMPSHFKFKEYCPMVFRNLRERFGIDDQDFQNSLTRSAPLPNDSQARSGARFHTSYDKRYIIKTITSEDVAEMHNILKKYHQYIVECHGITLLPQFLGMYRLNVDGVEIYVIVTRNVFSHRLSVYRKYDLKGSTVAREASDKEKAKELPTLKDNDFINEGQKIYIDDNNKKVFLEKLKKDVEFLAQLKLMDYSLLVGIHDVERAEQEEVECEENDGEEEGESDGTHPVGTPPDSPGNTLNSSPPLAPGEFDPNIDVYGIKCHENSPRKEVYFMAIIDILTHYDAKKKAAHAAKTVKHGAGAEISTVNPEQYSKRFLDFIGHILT
#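 Enzyme plus substrate dispensed, test compounds pinned in, then ATP (5 microM final) added. After 60 min at RT, ADP-Glo reagent 1 for 45 min and reagent 2 for 30 min preceded luminescence imaging.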
# WRN helicase inh: inhibitors of human WRN helicase. Q14191. WRN helicase unwinding, fluorescent forked duplex, kinetic. Potency, µM (series often up to 114 µM), for the others: at the highest dose activity change, negative = inhibition, usual class: inhibitors. hit rate 0.46% among 360,000; also: potency is read from the fitted curve at half-maximal effect; % is scaled to controls: 0 for no effect and ±100 for the full control effect; nearly all actives have a fitted effect of over 55% in size
#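 Enzyme (20 nM final) and test compound sit together 15 min at room temperature before substrate addition. Substrate is a single-forked duplex oligonucleotide (100 nM) labelled with fluorophore and quencher, with 2 mM ATP; helicase unwinding raises red fluorescence, read kinetically.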
# PLK1 PBD inh: PLK1 (human) polo-box domain binding inhibition; Plk1 PBD binding of FITC phosphopeptide, fluorescence polarization; hit rate 2.8% among 360,000; P53350; Potency, µM, for inactives: max response, negative = inhibition, actives largely listed as inhibitors; also: potency is read from the fitted curve at half-maximal effect; series mostly up to about 57 µM; % is scaled to controls: 0 for no effect and ±100 for the full control effect; nearly all actives have a fitted effect of over 65% in size
# Target sequence (P53350 whole entry, looked up, the tested form may be a part): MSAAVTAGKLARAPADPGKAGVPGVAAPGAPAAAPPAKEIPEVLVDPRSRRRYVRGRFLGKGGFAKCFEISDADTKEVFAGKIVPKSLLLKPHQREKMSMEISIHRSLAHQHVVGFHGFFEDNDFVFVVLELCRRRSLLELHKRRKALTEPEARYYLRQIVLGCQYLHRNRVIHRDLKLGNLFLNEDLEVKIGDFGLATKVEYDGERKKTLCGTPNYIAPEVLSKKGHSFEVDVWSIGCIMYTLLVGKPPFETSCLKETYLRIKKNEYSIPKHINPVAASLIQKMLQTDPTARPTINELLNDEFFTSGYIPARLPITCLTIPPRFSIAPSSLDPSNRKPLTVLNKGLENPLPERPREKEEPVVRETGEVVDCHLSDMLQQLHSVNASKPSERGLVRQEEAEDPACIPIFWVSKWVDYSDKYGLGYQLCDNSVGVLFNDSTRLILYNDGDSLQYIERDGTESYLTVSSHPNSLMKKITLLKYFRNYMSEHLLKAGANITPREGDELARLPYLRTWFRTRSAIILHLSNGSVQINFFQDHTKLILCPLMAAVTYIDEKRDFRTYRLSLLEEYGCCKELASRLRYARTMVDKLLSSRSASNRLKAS
# * marks the source's active call; other numbers are inactive results; ? = inconclusive; · = no result given; [ ] = dose if it differs, or a comment. Unless noted, calls follow the shape of the dose curve; as a rule, active = well fitted curve in the direction sought with a large enough effect; inconclusive = small, poorly fitted or top-dose-only effect, or another doubt; inactive = no such curve, though single readings can be large; an effect the other way counts as inactive or inconclusive.
SMILES,EPAC1 ag,EPAC2 antag,CCT chaperon mod,MmCpn inh,EPAC1 antag,PI5P4K alpha inh,WRN helicase inh,PLK1 PBD inh
O=C(O)C1CCCN1C(=O)OCc1ccccc1 (centres undefined),3%,14%,0.3,0%,2%,·,-6%,-5%
CC(=O)c1c2c3c(c(Br)ccc3n(C)c1=O)C(=O)c1ccccc1-2,-4%,?,-2.4,-18%,?,-14,-9%,-19%
CN1CCN([C@H]2CS(=O)(=O)N[C@@H]2COCc2ccccc2)CC1,-3%,14%,-1.4,·,18%,-1,0%,-7%
CC(O/N=C/c1ccccc1OC(F)F)C(=O)Nc1cccc(S(=O)(=O)N2CCOCC2)c1 (centres undefined),14%,-6%,-0.9,1%,-17%,4,-3%,0%
CCCCn1c(N)c(N(CC(C)C)C(=O)CCN2C(=O)C3CC=CCC3C2=O)c(=O)[nH]c1=O (centres undefined),-2%,3%,-1.1,·,-2%,2,5%,-7%
CN1CCN(c2ccccc2NC(=O)c2cc3c(s2)-c2ccccc2OC3)CC1,-4%,6%,-1.9,-4%,-9%,-4,-3%,-13%
S=c1[nH]nc(-c2cccnc2)n1/N=C/c1ccco1,12%,1%,-1.7,1%,-3%,-7,-3%,-8%
COc1ccc(CC(=O)NNC(=S)Nc2ccccc2)cc1Br,-22%,4%,-3.3,-3%,12%,-7,-3%,-11%
CCOC(=O)n1cc(C(=O)c2ccccc2O)cn1,12%,-1%,-1.7,1%,-22%,-26,-9%,-6%
CCC/C=N/NC(=O)c1cccc(Br)c1,8%,0%,-3.8,1%,-8%,-1,0%,-1%
CCn1c(=O)c2c(nc3n2CCCN3c2cccc(C)c2)n(C)c1=O,5%,-1%,-1.2,-4%,2%,-2,4%,-2%
CS(=O)(=O)N1CCC(C(=O)Nc2ccc(OCc3ccccc3)cc2)CC1,4%,0%,0.5,0%,7%,·,-9%,-3%
O=[N+]([O-])c1ccccc1Oc1cnc2ccccc2n1,-3%,-5%,1.3,3%,-2%,0,-1%,-20%
COc1ccc(/C=C2\SC(N3CCCCC3)=NC2=O)cc1OC,4%,3%,-0.1,-12%,-9%,-10,-13%,-9%
Cn1c(Cc2ccc3c(c2)OCO3)nnc1SCC(=O)N1CCc2ccccc2C1,5%,-4%,-4.1,2%,-17%,·,-11%,-10%
CN(C)CCCNC(=O)C(=O)NCC(c1cccs1)S(=O)(=O)c1ccc(F)cc1 (centres undefined),-9%,10%,0.2,-1%,-1%,-3,-4%,6%
CCC1CCc2c([nH]c3ccccc3c2=O)O1 (centres undefined),1%,10%,-2.6,1%,14%,2,-30%[57.1 µM],6%
C[N+]1=C(/C=C/Nc2ccccc2Cl)C(C)(C)c2ccccc21,-4%,16%,-0.9,-1%,19%,1,-31%[57.1 µM],-11%
CCc1ccc(N2CC(C(=O)OCc3csc(CC(=O)Nc4ccccc4C)n3)CC2=O)cc1 (centres undefined),8%,1%,-0.5,-2%,-8%,-11,4%,-9%
CC(C)c1ccc(OCc2cccc(C(=O)N/N=C/c3cccnc3)c2)cc1,-11%,10%,-2.5,0%,?,17,0%,-1%
COc1ccccc1C(OC(=O)c1ccco1)C(=O)NCc1ccc(F)cc1 (centres undefined),-1%,-7%,-1.9,1%,?,-6,-4%,-8%
CCOC(=O)C1CCCN(C(=O)C2CCN(Cc3nc(-c4ccc(Cl)cc4)oc3C)CC2)C1 (centres undefined),-4%,-8%,-1.8,·,1%,2,3%,-8%
Cc1cccc(N2CC(C(=O)Nc3ccc4c(c3)OCO4)CC2=O)c1C (centres undefined),0%,-2%,1.1,-1%,-11%,-1,-1%,-2%
Cc1cc(NC(=O)COC(=O)C2=COCCO2)c([N+](=O)[O-])cc1C,-5%,-8%,1.0,-1%,-9%,0,2%,-4%
CCNS(=O)(=O)c1ccc(NC(=S)N2CCc3ccccc32)cc1,-7%,3%,0.6,-1%,-1%,5,-3%,-10%
NC(=O)N/N=C/c1cc(F)cc(F)c1,7%,-26%,-1.4,-1%,-6%,6,-2%,-1%
CC(=O)c1ccccc1NC(=O)COC(=O)c1cc2ccccc2[nH]1,4%,-5%,-2.5,-18%,4%,5,3%,-16%
Cc1ccc(NC(=O)CS(=O)CC(=O)N(c2ccc(C)cc2)C(C)C(=O)NC2CCCCC2)cc1 (centres undefined),3%,-16%,-1.9,-2%,-9%,6,-11%,-6%
Clc1ccc(Sc2cc(N3CCOCC3)nc(-c3ccccc3)n2)cc1,5%,-5%,-1.6,-11%,3%,-3,-5%,-8%
Cn1c(=O)c2c(nc(SCCN3CCOCC3)n2Cc2ccccc2Cl)n(C)c1=O,-4%,-7%,-1.2,1%,-13%,0,0%,-8%
Nc1nonc1-n1nnc(C(=O)N/N=C/c2ccc(O)cc2)c1COc1ccc(F)cc1,-2%,15%,-3.2,1%,-14%,-1,8%,-13%
O=C(Nc1ccc(N2CCOCC2)cc1)Nc1ccc(Cl)c(Cl)c1,-4%,12%,2.7,-1%,10%,·,-22%,-5%
CN(CC(=O)Nc1ccccc1C(F)(F)F)C(=O)COc1ncnc2sccc12,2%,0%,-1.2,0%,4%,2,-12%[57.1 µM],-1%
CN1C2=CC=CC=CC2=[N+](C)C12C=CC(=[N+]([O-])[O-])C=C2[N+](=O)[O-] (centres undefined),-7%,?,1.0,-1%,-27%,7,-13%,-19%
CC1=CC=CC2=NC(=O)CC(C)(C(=O)N(CC(=O)NC(C)C)C3CCCC3)N12 (centres undefined),4%,-9%,0.3,-2%,?,·,4%,-2%
O=C(NCc1ccccn1)c1cc(Br)ccc1Cl,2%,-12%,-0.1,2%,-12%,-1,-11%,-18%
CCC(C(=O)NCCN1CCN(C)CC1)n1c(C)c2cnn(-c3ccccc3)c(=O)c2c1C (centres undefined),-13%,19%,1.5,2%,9%,0,-14%,-10%
Cc1ccc(NC(=O)CCS(=O)(=O)c2ccc3c(c2)NC(=O)C(C)S3)nc1 (centres undefined),4%,1%,-1.4,-5%,-12%,1,-3%,-15%
Cc1cccc(N=N/C(=C\O)C(=O)c2ccc(Br)cc2)c1,-5%,-1%,0.5,2%,-11%,-8,3%,1%
CC(=O)NC(c1ccccc1)c1cc([N+](=O)[O-])c2cccnc2c1O (centres undefined),-3%,2%,2.6,4%,?,-29,-11%,1%
O=C(CSCc1ccccc1)Nc1nccs1,-2%,10%,1.8,0%,13%,0,8%,-4%
CC(C)c1c(C(=O)N/N=C/c2ccc(-c3ccccc3)cc2)nnn1-c1nonc1N,-3%,2%,-2.9,2%,-10%,2,10%,2%
COc1ccc(C2CC(c3cccs3)=NN2C(=S)Nc2ccccc2)cc1OC (centres undefined),6%,-3%,1.5,?,2%,0,-9%,-5%
c1ccc(-c2cn3c(n2)SCC3)cc1,1%,1%,0.7,-3%,9%,0,-3%,-30%
Oc1ccc(-c2nc(=S)[nH][nH]2)cc1,0%,-4%,-10,0%,-1%,?,-6%,-28%
O=c1c2sc(-c3ccccc3)cc2nc2n1CCCCC2,1%,-13%,-3.1,-3%,10%,-2,-10%,-1%
COc1ccc(-c2nnn(CC(=O)c3c[nH]c4ccccc34)n2)cc1OC,9%,-2%,-0.4,-18%,-16%,·,-3%,-3%
CC1(C)S/C(=N/N=C/c2ccco2)NC1=O,-5%,-17%,1.4,0%,?,2,-9%,-13%
CCc1ccc2c(CN3CCc4cc(OC)c(OC)cc4C3)cc(=O)oc2c1,-22%,19%,-1.3,-6%,-14%,-2,8%,4%
Cc1cc(C)cc(NC(=O)C2COc3ccccc3O2)c1 (centres undefined),4%,-8%,1.2,·,-13%,-1,10%,3%
CCCNC(=O)CN1CCN(c2cc3ccccc3c(Cl)n2)CC1,1%,-18%,2.1,-4%,0%,1,6%,-9%
CSCCC(NC(=O)c1ccco1)C(=O)OC(C)C(=O)NC(=O)NC1CCCCC1 (centres undefined),-3%,-11%,-0.7,-2%,-1%,·,-2%,3%
Cc1ccc(N2CC(C(=O)Nc3ccc(S(=O)(=O)N4CCCC4)cc3)CC2=O)cc1 (centres undefined),15%,-9%,-2.3,1%,-8%,·,-16%,-2%
O=C(COc1ncnc2cc(Cl)ccc12)c1ccccc1,12%,-8%,-0.5,0%,8%,4,2%,0%
O=C(Cn1cc2c(n1)CCCCC2)NCc1cccs1,7%,7%,-2.5,4%,-1%,-2,1%,-4%
CCN1CCCC(OC(=O)C(c2ccccc2)c2ccccc2)C1 (centres undefined),-7%,-14%,-2.3,-1%,-4%,-4,6%,-11%
COc1ccc2c(c1)c(=O)oc1cc(OCC(=O)N3CCC(C)CC3)ccc12,-1%,0%,-0.7,1%,-4%,·,?,-29%
CC1(C(=O)Nc2nnc(SCc3ccccc3)s2)Cc2ccccc2C(=O)O1 (centres undefined),1%,-1%,0.8,4%,5%,·,5%,-8%
COc1ccc(NC(=O)CN(C)C(=O)C2=COCCO2)cc1,-28%,4%,-4.2,-1%,-4%,-2,-12%,-1%
Cc1cn(CC(=O)NCC(C)c2ccccc2)c(=O)[nH]c1=O (centres undefined),-27%,6%,0.5,·,11%,-6,11%,-28%

# Three compounds out of the list above, sorted by their value in PLK1 PBD inh, falling:
SMILES,EPAC2 antag,CCT chaperon mod,MmCpn inh,EPAC1 antag,PI5P4K alpha inh,WRN helicase inh,PLK1 PBD inh
COc1ccccc1C(OC(=O)c1ccco1)C(=O)NCc1ccc(F)cc1 (centres undefined),-7%,-1.9,1%,?,-6,-4%,-8%
CCc1ccc(N2CC(C(=O)OCc3csc(CC(=O)Nc4ccccc4C)n3)CC2=O)cc1 (centres undefined),1%,-0.5,-2%,-8%,-11,4%,-9%
Cc1ccc(NC(=O)CCS(=O)(=O)c2ccc3c(c2)NC(=O)C(C)S3)nc1 (centres undefined),1%,-1.4,-5%,-12%,1,-3%,-15%

# The results go on.
SMILES,EPAC1 ag,EPAC2 antag,CCT chaperon mod,MmCpn inh,EPAC1 antag,PI5P4K alpha inh,WRN helicase inh,PLK1 PBD inh
Cc1onc(-c2ccccc2)c1C(=O)OCC(=O)Nc1ccccc1,3%,1%,2.2,-1%,-1%,9,0%,-7%
CC(C)CNc1ncnc2c1ncn2[C@H]1CN(Cc2cccs2)C[C@@H](CO)O1,-10%,2%,-0.2,·,2%,-11,-3%,-8%
O=C1CCC(=O)c2ccc3c4c(ccc1c24)CC3,-10%,-2%,0.0,·,-7%,-27,10%,-7%
CCOC(=O)N1CCC(=NNC(=O)c2cc3ccccc3cc2O)CC1,-2%,-9%,1.7,-7%,26%,-23,-21%,-9%

# A portion of the library. The share of hits here may be higher or lower than overall.
